Screening data (PubChem)
D1 antag: antagonists of human D1 dopamine receptor | hit rate 3.2% among 360,000 | activity change, negative = inhibition, % at 10 µM | AID 504652 | P21728 | HEK293 TREx D1 cells, calcium flux, dopamine EC80; stronger effect = lower value; in the data active = activity change below about -30%; also: % is scaled to controls: 0 for no effect and ±100 for the full control effect
Target sequence (P21728 whole entry, looked up): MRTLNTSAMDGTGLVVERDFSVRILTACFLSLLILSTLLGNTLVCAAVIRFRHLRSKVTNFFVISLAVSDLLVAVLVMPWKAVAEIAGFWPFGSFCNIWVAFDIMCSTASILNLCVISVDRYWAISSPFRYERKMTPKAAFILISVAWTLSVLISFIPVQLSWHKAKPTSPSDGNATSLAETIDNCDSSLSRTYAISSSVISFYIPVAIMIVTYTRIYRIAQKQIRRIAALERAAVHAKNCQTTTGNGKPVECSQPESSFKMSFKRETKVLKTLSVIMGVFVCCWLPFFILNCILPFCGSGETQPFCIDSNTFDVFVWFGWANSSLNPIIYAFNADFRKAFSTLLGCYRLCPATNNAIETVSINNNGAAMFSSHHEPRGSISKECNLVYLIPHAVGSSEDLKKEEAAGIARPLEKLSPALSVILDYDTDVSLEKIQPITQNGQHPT
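Kinetic fluorescence of a calcium dye serves as the read-out. D1-expressing Hek293 Trex cells, induced overnight at 30 C, are exposed to compound for 180 s before an EC80 dopamine addition, then read 180 s further.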
D2 PAM: positively modulates the human D2 dopamine receptor allosterically | HEK293 T-REx D2, calcium flux, EC20 dopamine potentiation | potentiation, % at 10 µM | hit rate 0.34% among 340,000;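 active = potentiation over 3 SD above the plate norm, cut at about 30% in these data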; also: 0% is about no effect
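Cells plated with tetracycline inducer and held overnight at 30 C; calcium dye loaded 30–90 min at room temperature; baseline taken, compound added and read 180 s; EC20 dopamine then added and read 180 s.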
D2 antag: antagonists of human D2 dopamine receptor; HEK293 TREx D2 cells, calcium flux, dopamine EC80; inhibition, % at 10 µM; hit rate 2% among 340,000; in the data active = inhibition above about 30%; also: 0% is about no effect
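In this primary screen, negative modulation is detected by tracking calcium flux after an EC80 dopamine challenge in inducible HEK293 T-REx D2 cells preexposed to test compound for 180 s.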
RXFP1 antagonist: antagonists of human relaxin receptor RXFP1; AID 1259400; hit rate 0.59% among 350,000; Q9HBX9; activity change, negative = inhibition, % at 57.5 µM; HEK293-RXFP1, relaxin-stimulated cAMP HTRF, 30 min; stronger effect = lower value;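 active = activity change of -60% or lower, but not beyond a set lower limit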; also: % is scaled to controls: 0 for no effect and ±100 for the full control effect
TRHR PAM: allosterically enhances the human TRH receptor; P34981; TRHR cells, fluo-8 calcium fluorescence, EC20 TRH enhancement; enhancement, % at 2 µM; hit rate 0.66% among 360,000; in the data active = enhancement above about 30%; also: 0% is about no effect
Target sequence (P34981 whole entry, looked up): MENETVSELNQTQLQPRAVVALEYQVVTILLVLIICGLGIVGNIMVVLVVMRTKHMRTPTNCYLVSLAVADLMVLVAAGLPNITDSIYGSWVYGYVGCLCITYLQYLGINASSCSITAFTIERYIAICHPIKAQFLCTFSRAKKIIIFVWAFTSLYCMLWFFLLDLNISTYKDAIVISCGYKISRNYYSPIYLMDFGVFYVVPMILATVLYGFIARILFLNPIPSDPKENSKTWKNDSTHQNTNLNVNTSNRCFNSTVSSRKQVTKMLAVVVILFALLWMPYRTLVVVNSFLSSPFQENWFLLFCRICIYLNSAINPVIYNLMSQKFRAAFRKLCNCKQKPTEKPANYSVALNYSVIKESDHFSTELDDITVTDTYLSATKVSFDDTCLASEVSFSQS
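TRHR-expressing cells loaded with fluo-8 calcium dye were read kinetically (ex 480/em 530) during compound addition, then stimulated with an EC20 of TRH (10 nM final). Enhancement of the Gq-mediated intracellular calcium response was scored.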
TRHR ag: activates the human TRH receptor. TRHR cells, calcium flux fluo-8, FDSS agonist mode. P34981. hit rate 0.18% among 360,000. activation, % at 2 µM. AID 493084; also: 0% is about no effect
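Steps: seed TRHR cells overnight; add fluo-8 no-wash Ca dye, RT 30 min–1.5 h; record 10 s baseline; pin-transfer compounds; monitor fluorescence 1 cycle/s for the agonist window. Calcium increases flag candidate agonists.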
D2 ag: D2 dopamine receptor (human) agonism. hit rate 0.53% among 340,000. AID 485358. activation, % at 2 µM. HEK293 T-REx D2 cells, calcium flux agonist mode;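 active = activation over 3 SD above normal in the single-dose calcium agonist read, cut at about 30% in these data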; also: 0% is about no effect
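Calcium-flux readout, 1 cycle/sec over 180 s following compound pin transfer, in inducible HEK293 Trex D2 cells (force-coupled); dopamine controls included. Positive calcium responses during this window marked compounds as potential agonists.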
D1 ag: agonists of human D1 dopamine receptor. HEK293 T-REx D1 cells, calcium flux, agonist mode. activation, % at 2 µM. hit rate 1% among 360,000; also: 0% is about no effect
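Inducible HEK293 T-REx D1 cells, force-coupled to calcium signalling, were plated at 4000 cells/well with tetracycline and held overnight at 30 C. After no-wash calcium dye loading, compound-evoked calcium rise over 180 s flagged agonists.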
D1 PAM: potentiators of human D1 dopamine receptor | HEK293 TREx D1 cells, calcium flux, dopamine EC20 potentiation | potentiation, % at 10 µM | hit rate 0.036% among 360,000 | AID 504651; in the data active = potentiation above about 30%; also: 0% is about no effect
Numbers without * were called inactive. Rule as the data show it, unless noted: active = activation above about 30%; inactive = the rest.

Results for CCn1c2ccccc2c2cc(/C=N/O)ccc21 ?
D1 antag: 1; D2 PAM: 2; D2 antag: -7; RXFP1 antagonist: 2; TRHR PAM: -1; TRHR ag: 0.6; D2 ag: -0.5; D1 ag: 1; D1 PAM: 1

What do the screens show for `Cc1c(N)cccc1-n1cnnn1`?
D1 antag: -5; D2 PAM: 10; D2 antag: -10; RXFP1 antagonist: -15; TRHR PAM: 0; TRHR ag: 0.8; D2 ag: 0.1; D1 ag: -2; D1 PAM: -2

What do the screens show for `O=C(O)c1ccc(CSCc2ccco2)cc1`?
D1 antag: 2; D2 PAM: -5; D2 antag: -4; RXFP1 antagonist: -1; TRHR PAM: 23; TRHR ag: 0.6; D2 ag: 1.7; D1 ag: 1; D1 PAM: -6

What do the screens show for `Cc1ccc(NC(=O)CS(=O)CC(=O)N(c2ccccc2)C(C)C(=O)NC2CCCC2)cc1` (stereo not drawn)?
D1 antag: 0; D2 PAM: -7; D2 antag: 24; RXFP1 antagonist: 19; TRHR PAM: -1; TRHR ag: 0.2; D2 ag: 0.1; D1 ag: 1; D1 PAM: 3

How did O=[N+]([O-])c1ccc(N/N=C/c2ccccc2)c(F)c1 do in these assays?
D1 antag: -20; D2 PAM: 2; D2 antag: 7; RXFP1 antagonist: -10; TRHR PAM: -3; TRHR ag: 2.7; D2 ag: 1.5; D1 ag: 10; D1 PAM: -5

How did Cc1c(NC(=O)Cc2cccs2)cccc1[N+](=O)[O-] do in these assays?
D1 antag: 2; D2 PAM: 4; D2 antag: -6; RXFP1 antagonist: -24; TRHR PAM: -3; TRHR ag: 0.4; D2 ag: 0.9; D1 ag: 3; D1 PAM: 6

Results for CCOC(=O)c1ccc(NC(=O)CN2c3ccccc3S(=O)(=O)c3ccccc32)cc1 ?
D1 antag: -10; D2 PAM: 24; RXFP1 antagonist: -28; TRHR PAM: 5; TRHR ag: 1.3; D2 ag: 0.8; D1 ag: 11; D1 PAM: -4

Results for NC(=O)c1ccc(NC(=O)C2CCCC2)cc1 ?
D1 antag: -1; D2 PAM: -5; D2 antag: 5; RXFP1 antagonist: 7; TRHR PAM: 14; TRHR ag: 0.8; D2 ag: -0.3; D1 ag: 5; D1 PAM: 0

How did CCc1ccc(OCC(=O)Nc2ccc3[nH]ncc3c2)cc1 do in these assays?
D1 antag: -11; D2 PAM: -7; D2 antag: -6; RXFP1 antagonist: 28; TRHR PAM: -6; TRHR ag: -0.4; D2 ag: 0.3; D1 ag: 1; D1 PAM: -4

Results for Cc1cc(NCCc2ccc(Cl)cc2)n2ncnc2n1 ?
D1 antag: -10; D2 PAM: -1; D2 antag: -11; RXFP1 antagonist: 5; TRHR PAM: -3; TRHR ag: -0.1; D2 ag: -0.3; D1 ag: 11; D1 PAM: -4

Results for CSc1nccc(N/N=C/c2ccccc2)n1 ?
D1 antag: -1; D2 PAM: 3; D2 antag: 6; RXFP1 antagonist: -6; TRHR PAM: -5; TRHR ag: -1.3; D2 ag: -2.0; D1 ag: 1; D1 PAM: 1

What do the screens show for `COc1ccc(N2C(=O)C(CC(=O)Nc3ccccc3)N(CCc3ccc(OC)c(OC)c3)C2=O)cc1` (stereo not drawn)?
D1 antag: -3; D2 PAM: -12; D2 antag: 10; RXFP1 antagonist: -5; TRHR PAM: 5; TRHR ag: -0.4; D2 ag: -0.9; D1 ag: 0; D1 PAM: 0

The last 2 entries of the part above lead into the next.
Results for CSc1nccc(N/N=C/c2ccccc2)n1 ?
D1 antag: -1; D2 PAM: 3; D2 antag: 6; RXFP1 antagonist: -6; TRHR PAM: -5; TRHR ag: -1.3; D2 ag: -2.0; D1 ag: 1; D1 PAM: 1

What do the screens show for `COc1ccc(N2C(=O)C(CC(=O)Nc3ccccc3)N(CCc3ccc(OC)c(OC)c3)C2=O)cc1` (stereo not drawn)?
D1 antag: -3; D2 PAM: -12; D2 antag: 10; RXFP1 antagonist: -5; TRHR PAM: 5; TRHR ag: -0.4; D2 ag: -0.9; D1 ag: 0; D1 PAM: 0

How did CC(C)(C)OC(=O)COc1cc(OCC(=O)OC(C)(C)C)c2c(=O)cc(-c3ccccc3)oc2c1 do in these assays?
D1 antag: -10; D2 PAM: 18; D2 antag: -17; RXFP1 antagonist: -18; TRHR PAM: 6; TRHR ag: -0.6; D2 ag: 1.5; D1 ag: 12; D1 PAM: -2

What do the screens show for `CCOn1c(=O)c(-c2ccc(Br)cc2)[n+]([O-])c2ccccc21`?
D1 antag: -12; D2 PAM: 1; D2 antag: -8; RXFP1 antagonist: 2; TRHR PAM: 1; TRHR ag: 0.2; D2 ag: 0.8; D1 ag: 0; D1 PAM: 8

Results for Cc1ccc(NCCc2ccc(C)nc2)cc1 ?
D1 antag: -9; D2 PAM: -9; D2 antag: -6; RXFP1 antagonist: 0; TRHR PAM: 0; TRHR ag: 1.3; D2 ag: -1.0; D1 ag: 3; D1 PAM: 20

How did CCC(C)c1ccccc1NC(=O)CN(C)CC(=O)Nc1ccccc1SC (stereo not drawn) do in these assays?
D1 antag: 19; D2 PAM: -2; D2 antag: 1; RXFP1 antagonist: -10; TRHR PAM: -3; TRHR ag: -0.8; D2 ag: 0.3; D1 ag: 1; D1 PAM: -2

Results for O=C(C1=C[C@H](c2ccc3c(c2)OCO3)C[C@H](OCc2ccc(CO)cc2)O1)N1CCCCCCC1 ?
D1 antag: -9; D2 PAM: 4; D2 antag: -3; TRHR PAM: -10; TRHR ag: -0.5; D2 ag: 0.2; D1 ag: 3; D1 PAM: 3

How did CC(=O)C1=C(O)C(=O)N(c2ccc(Br)cc2)C1c1ccc([N+](=O)[O-])cc1 (stereo not drawn) do in these assays?
D1 antag: 1; D2 PAM: -2; D2 antag: -44; RXFP1 antagonist: 11; TRHR PAM: 3; TRHR ag: 0.6; D2 ag: 0.1; D1 ag: 3; D1 PAM: 1

Results for O=C(Nc1cc(F)ccc1F)N1CCC(CN2CCOCC2)CC1 ?
D1 antag: 5; D2 PAM: -13; RXFP1 antagonist: 11; TRHR PAM: 2; TRHR ag: 0.6; D2 ag: 0.8; D1 ag: 4; D1 PAM: -2

How did COc1ccc(C=O)cc1CSc1ccccn1 do in these assays?
D1 antag: 5; D2 PAM: 0; D2 antag: -4; RXFP1 antagonist: 3; TRHR PAM: -1; TRHR ag: 0.1; D2 ag: -1.1; D1 ag: 1; D1 PAM: -2

How did COc1ccccc1/C(C)=N/Oc1cc(N)cc([N+](=O)[O-])c1 do in these assays?
D1 antag: -1; D2 PAM: -7; D2 antag: 9; RXFP1 antagonist: -24; TRHR PAM: -15; TRHR ag: -1.1; D2 ag: 0.7; D1 ag: 2; D1 PAM: 1

How did Cc1ccccc1C(=O)c1cccn1CC(=O)NCCCc1ccccc1 do in these assays?
D1 antag: -13; D2 PAM: -6; D2 antag: 13; RXFP1 antagonist: 28; TRHR PAM: -3; TRHR ag: -0.2; D2 ag: 0.0; D1 ag: 0; D1 PAM: -7

Results for Cc1ccccc1NS(=O)(=O)c1ccc2c3c(cccc13)C(=O)N2C ?
D1 antag: -7; D2 PAM: -1; D2 antag: 10; RXFP1 antagonist: -1; TRHR PAM: 61*; TRHR ag: -1.3; D2 ag: -0.6; D1 ag: 2; D1 PAM: 0

Results for O=C(Nc1cccc(Cl)c1)c1cc2c(=O)n3ccccc3nc2s1 ?
D1 antag: 11; D2 PAM: -6; D2 antag: 4; RXFP1 antagonist: -3; TRHR PAM: -6; TRHR ag: 0.3; D2 ag: 0.5; D1 ag: 1; D1 PAM: 1

How did CCN(C(=O)Cn1c(=O)n(-c2cc(OC)c(OC)c(OC)c2)c(=O)c2ccccc21)c1cccc(C)c1 do in these assays?
D1 antag: 1; D2 antag: -7; RXFP1 antagonist: 14; TRHR PAM: -8; TRHR ag: 1.1; D2 ag: -0.2; D1 ag: 2; D1 PAM: 0

How did CC1=C(C(=O)N2CCN(c3cccc(Cl)c3)CC2)C2(CCCCC2)OC1=O do in these assays?
D1 antag: 2; D2 PAM: -6; TRHR PAM: 1; TRHR ag: 0.4; D2 ag: 1.0; D1 ag: 0; D1 PAM: -1

What do the screens show for `Cc1ccccc1C(=O)NCC(=O)OC(C)C(=O)NC(C)CCc1ccccc1` (stereo not drawn)?
D1 antag: 5; D2 PAM: -4; D2 antag: 3; RXFP1 antagonist: 10; TRHR PAM: 2; TRHR ag: 0.7; D2 ag: 0.6; D1 ag: 1; D1 PAM: 3

Results for Oc1ccc(-c2sc(Nc3ccccc3)n[n+]2-c2ccc(F)cc2)cc1 ?
D1 antag: -1; D2 PAM: 0; D2 antag: -2; TRHR PAM: 2; TRHR ag: 0.0; D2 ag: -0.3; D1 ag: 1; D1 PAM: -1

What do the screens show for `CN1CCN(c2ccc(S(=O)(=O)N3CCCCC3)cc2NC(=O)/C=C/c2ccc(Cl)c([N+](=O)[O-])c2)CC1`?
D1 antag: 8; D2 PAM: 0; D2 antag: -3; RXFP1 antagonist: -24; TRHR PAM: -3; TRHR ag: -0.9; D2 ag: 0.0; D1 ag: 1; D1 PAM: 3

How did O=C(CSc1nnc(-c2ccc(Cl)cc2)n1-c1ccc(Cl)cc1)N/N=C/c1ccccc1C(=O)O do in these assays?
D1 antag: 0; D2 PAM: 8; D2 antag: 7; RXFP1 antagonist: 6; TRHR PAM: 10; TRHR ag: 0.2; D2 ag: -0.1; D1 ag: 0; D1 PAM: -5

How did COc1ccc(-c2c(C)nn(-c3ccccc3)c2N)cc1 do in these assays?
D1 antag: -5; D2 PAM: -2; D2 antag: -6; RXFP1 antagonist: -7; TRHR PAM: 5; TRHR ag: -0.2; D2 ag: -0.6; D1 ag: 1; D1 PAM: 0

How did O=C(NCc1cccnc1)C(=O)NCC1CCCO1 (stereo not drawn) do in these assays?
D1 antag: 3; D2 PAM: -2; D2 antag: -6; RXFP1 antagonist: 0; TRHR PAM: 20; TRHR ag: 0.7; D2 ag: -0.3; D1 ag: 0; D1 PAM: 0

What do the screens show for `CN(Cc1ccccc1F)c1nc(-c2cccs2)nc2ccccc12`?
D1 antag: 25; D2 PAM: 21; D2 antag: -8; RXFP1 antagonist: -28; TRHR PAM: -1; TRHR ag: -0.9; D2 ag: -1.1; D1 ag: 6; D1 PAM: 1

How did O=c1c(S(=O)(=O)c2ccccc2)cn(Cc2ccccc2)c2cc(N3CCCC3)c(F)cc12 do in these assays?
D1 antag: 12; D2 PAM: -12; RXFP1 antagonist: -6; TRHR PAM: 2; TRHR ag: 0.4; D2 ag: -0.4; D1 ag: 0; D1 PAM: -2

Results for Clc1ccc2oc(-c3cccnc3)nc2c1 ?
D1 antag: -37*; D2 PAM: 22; D2 antag: 9; RXFP1 antagonist: 17; TRHR PAM: -9; TRHR ag: -0.5; D2 ag: 0.2; D1 ag: 6; D1 PAM: -2

Ordered by molecular weight (descending): some entries from above
How did CCN(C(=O)Cn1c(=O)n(-c2cc(OC)c(OC)c(OC)c2)c(=O)c2ccccc21)c1cccc(C)c1 do in these assays?
D1 antag: 1; D2 antag: -7; RXFP1 antagonist: 14; TRHR PAM: -8; TRHR ag: 1.1; D2 ag: -0.2; D1 ag: 2; D1 PAM: 0

How did O=c1c(S(=O)(=O)c2ccccc2)cn(Cc2ccccc2)c2cc(N3CCCC3)c(F)cc12 do in these assays?
D1 antag: 12; D2 PAM: -12; RXFP1 antagonist: -6; TRHR PAM: 2; TRHR ag: 0.4; D2 ag: -0.4; D1 ag: 0; D1 PAM: -2

How did O=C(NCc1cccnc1)C(=O)NCC1CCCO1 (stereo not drawn) do in these assays?
D1 antag: 3; D2 PAM: -2; D2 antag: -6; RXFP1 antagonist: 0; TRHR PAM: 20; TRHR ag: 0.7; D2 ag: -0.3; D1 ag: 0; D1 PAM: 0
